Screens deposited in PubChem by The Scripps Research Institute Molecular Screening Center.
DAX1 inh-1 = inhibitors of human orphan nuclear receptor DAX1 (NR0B1); hit rate 0.99% among 340,000; AID 504766; HEK293 Gal4-DAX1 luciferase reporter, luminescence; P51843; inhibition, % at 6.75 µM;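 active means inhibition above the mean over all tested compounds plus 3 SD, cut at about 4.2% in these data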;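 further: 0% = DAX1-transfected cells with DMSO and 100% = empty-vector control cells with DMSO; inhibition shows as a rise in luminescence from relieved DAX1 repression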
ADAM10 inh = inhibitors of human ADAM10; hit rate 0.62% among 370,000; recombinant ADAM10, EDANS/DABCYL FRET peptide cleavage, 3 h; inhibition, % at 7 µM;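 active means inhibition above a per-campaign cutoff equal to the mean of compounds falling between control-based bounds plus 3 SD, cut at about 20% in these data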;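 further: 0% = DMSO wells while the 100% control is not disclosed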
PLCg1 inh = blocks human PLC-gamma1 enzyme activity. purified PLC-gamma1, fluorogenic substrate, fluorescence. inhibition, % at 12.2 µM. hit rate 0.84% among 370,000. AID 720700; in the data active means inhibition above about 9.5%
Target sequence (P19174 whole entry, looked up): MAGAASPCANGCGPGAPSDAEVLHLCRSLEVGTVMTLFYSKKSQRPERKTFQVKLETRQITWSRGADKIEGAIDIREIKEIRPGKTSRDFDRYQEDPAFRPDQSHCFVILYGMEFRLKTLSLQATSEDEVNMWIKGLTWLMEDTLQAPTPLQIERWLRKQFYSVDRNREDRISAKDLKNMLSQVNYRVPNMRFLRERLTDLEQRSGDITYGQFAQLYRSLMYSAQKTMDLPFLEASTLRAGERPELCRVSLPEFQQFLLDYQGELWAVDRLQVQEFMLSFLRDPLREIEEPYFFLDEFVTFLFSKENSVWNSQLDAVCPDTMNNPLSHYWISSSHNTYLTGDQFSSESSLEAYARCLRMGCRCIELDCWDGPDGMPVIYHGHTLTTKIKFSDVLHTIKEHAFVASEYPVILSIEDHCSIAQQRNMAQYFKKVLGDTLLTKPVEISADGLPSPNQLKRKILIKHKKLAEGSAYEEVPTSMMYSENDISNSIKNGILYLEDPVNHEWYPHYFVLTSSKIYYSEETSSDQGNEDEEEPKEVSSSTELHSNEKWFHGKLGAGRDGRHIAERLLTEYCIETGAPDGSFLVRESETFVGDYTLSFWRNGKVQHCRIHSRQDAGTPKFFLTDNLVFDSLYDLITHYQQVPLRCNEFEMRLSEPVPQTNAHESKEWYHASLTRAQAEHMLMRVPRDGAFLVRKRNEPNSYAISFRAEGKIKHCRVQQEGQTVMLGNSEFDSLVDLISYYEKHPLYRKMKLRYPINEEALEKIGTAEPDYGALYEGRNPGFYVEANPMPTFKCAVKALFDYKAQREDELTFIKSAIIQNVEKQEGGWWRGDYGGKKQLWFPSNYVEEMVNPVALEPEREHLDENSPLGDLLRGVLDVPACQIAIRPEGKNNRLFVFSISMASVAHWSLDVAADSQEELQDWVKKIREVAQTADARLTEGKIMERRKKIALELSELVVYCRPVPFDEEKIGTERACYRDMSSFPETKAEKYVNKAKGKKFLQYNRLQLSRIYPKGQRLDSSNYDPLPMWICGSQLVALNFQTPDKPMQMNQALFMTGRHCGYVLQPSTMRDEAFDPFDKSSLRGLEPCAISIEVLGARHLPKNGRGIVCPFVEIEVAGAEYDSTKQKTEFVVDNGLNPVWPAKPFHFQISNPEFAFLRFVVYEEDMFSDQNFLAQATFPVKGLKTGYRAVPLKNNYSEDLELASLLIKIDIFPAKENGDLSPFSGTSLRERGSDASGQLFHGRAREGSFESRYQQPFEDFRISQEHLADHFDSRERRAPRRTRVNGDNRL
FXN GAA850 act = frataxin GAA850 promoter activation; hit rate 0.56% among 360,000; HEK293 lucGAA850 FXN promoter luciferase reporter, 24 h; percent of 10 µM SAHA response; AID 540364; activation, % at 6 µM;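 active means activation above the average of all compounds screened plus 3 SD, cutoff fixed separately per campaign, cut at about 7.5% in these data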;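 further: 0% = DMSO wells and 100% = 10 µM SAHA wells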
PLC-beta3 inh = blocks human PLC-beta3 enzyme activity | Purified PLC-beta3, fluorogenic substrate, fluorescence | inhibition, % at 12.2 µM | hit rate 0.18% among 370,000; in the data active means inhibition above about 11%;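 further: 0% = median of compound wells on plate and 100% = full blocker control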
ADAM17 inh = inhibitors of human ADAM17 | P78536 | recombinant ADAM17, EDANS/DABCYL FRET peptide cleavage | inhibition, % at 6.95 µM | hit rate 0.83% among 370,000 | AID 720648;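 active means inhibition above the mean of compounds lying between control limits plus 3 SD, set per campaign, cut at about 8.5% in these data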;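 further: 0% = DMSO-only wells as the low control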
hgDAF-12 ag = activates the H. glycines DAF-12 receptor ligand-binding domain | HEK293 GAL4-hgDAF12 UAS-luciferase reporter, agonist luminescence; normalized to butyrate control | activation, % at 6.8 µM | hit rate 1.8% among 370,000 | AID 687014;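 active means activation above a cutoff set at the mean of all screened compounds plus 3 SD, cut at about 10% in these data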;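 further: 0% = DMSO wells and 100% = sodium butyrate wells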
DAX1 inh-2 = inhibitors of DAX1 repression of SF-1 activated StAR promoter | AID 652010 | HEK293T StAR-luciferase reporter, SF-1/DAX-1 repression relief | hit rate 1.1% among 370,000 | inhibition, % at 6.8 µM;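 active means inhibition above the mean over all tested compounds plus 3 SD, cut at about 3.6% in these data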;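 further: 0% = DAX-1 cells with DMSO and 100% = cells lacking DAX-1 with DMSO; higher inhibition means more luminescence from relief of DAX-1 repression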
hcDAF-12 act = H. contortus DAF-12 activation, primary screen. HEK293 hcDAF-12 lit1-tk-luc reporter, luminescence; 0% DMSO, 100% Δ7-dafachronic acid. activation, % at 6.8 µM. hit rate 1.4% among 370,000;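 active means activation above the mean of all tested compounds plus 3 SD, cut at about 5.5% in these data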;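 further: 100% = response to 3 µM Δ7-dafachronic acid high control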
sPLA2-III inh = Blocks human group III sPLA2 activity; Q9NZ20; QFRET BODIPY PC-A2 liposome hydrolysis, fluorescence; inhibition, % at 12.2 µM; hit rate 0.56% among 370,000;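 active means inhibition above mean plus 3 SD of compounds lying within the high and low control bounds, cut at about 19% in these data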;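 further: 0% = median of test compound wells and 100% = no enzyme DMSO wells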
ssDAF-12 act = activators of S. stercoralis DAF-12 nuclear receptor; HEK293 ssDAF-12/GRIP1 lit1-tk-luc reporter, luminescence; % of 3 µM dafachronic acid response; activation, % at 6.8 µM; hit rate 1% among 370,000; AID 652126;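 active means activation above the mean over all tested compounds plus 3 SD, cut at about 0.9% in these data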;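 further: 0% = DMSO-only wells and 100% = 3 µM delta7-dafachronic acid wells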
* marks the source's active call; other numbers are inactive results; i = inactive; . = not tested or not shown.

SMILES	DAX1 inh-1	ADAM10 inh	PLCg1 inh	FXN GAA850 act	PLC-beta3 inh	ADAM17 inh	hgDAF-12 ag	DAX1 inh-2	hcDAF-12 act	sPLA2-III inh	ssDAF-12 act
C[C@@H](NS(=O)(=O)c1cc(Cl)ccc1F)[C@H](O)c1ccccc1	0.1	-4	0	1.8	5	-1	3.2	0.7	-3.2	4	-1.3
CCCn1c(=O)c2[nH]c(-c3ccc(OCC(=O)Nc4ccc(C#N)cc4)cc3)nc2n(CCC)c1=O	-1.0	-12	-3	-0.2	0	-5	-1.2	-0.6	-0.3	-4	-0.7
Cc1onc(-c2ccccc2)c1C(=O)N1CCC(C)(C(=O)NS(=O)(=O)C2CC2)C1 (centres undefined)	.	-8	2	1.3	2	-4	1.8	-0.3	-0.8	3	-0.7
CCS(=O)(=O)Nc1cccc(-c2ccc3nnc(-c4cccnc4)n3n2)c1	-0.5	-22	-12	2.5	-26	-11	0.1	-0.6	0.0	5	-1.2
O=c1ccc2cc(S(=O)(=O)N3CCN(c4ccccc4F)CC3)ccc2o1	0.0	-7	0	1.0	-8	-2	1.0	-0.2	-1.7	0	-1.1
O=C(NC1CCCC1)c1cccc2c1C(=O)c1ccc(/C=C/c3ccccc3)cc1S2(=O)=O	0.3	-4	-15	-1.3	-23	-2	-0.9	0.1	-1.4	5	-1.1
COc1ccc(/C=N\NS(=O)(=O)c2ccc(Br)cc2)cc1COc1ccccc1[N+](=O)[O-]	2.8	6	2	-1.6	-1	-1	4.0	0.6	-1.7	-8	-0.9
COc1ccc(CN2CCC(C)CC2)cc1OCc1ccccc1	0.6	10	2	1.6	-2	1	0.9	0.0	-1.3	-4	-1.2
O=C(CSc1ccccc1)N1CCC(Oc2cccnc2)CC1	.	4	3	.	1	0	8.9	0.5	-0.9	1	-0.6
COc1ccc(C)cc1NC(=O)c1sc2nc(C)nc(N3CCOCC3)c2c1C	-0.2	5	-1	1.8	-4	-5	-0.1	-0.1	-0.9	18	-0.4
CNS(=O)(=O)c1cccc(C(=O)OCC(=O)c2cc(C)n(CC3CCCO3)c2C)c1 (centres undefined)	0.8	-10	-2	-4.3	0	-1	-2.8	0.3	0.2	-10	-1.1
COc1ccccc1C(=O)NNC(=O)c1cc2ccccc2cc1O	3.8	-19	-215	1.0	-240	-3	0.0	-1.0	2.4	-2	0.8
CC(Oc1ccccc1)C(=O)N1CCN=C1SCc1cccc(F)c1 (centres undefined)	-0.3	-2	3	0.3	-5	0	2.7	0.2	-0.5	-8	-1.1
O=C(CCCOc1ccccc1)NCCc1nc2ccccc2[nH]1	1.1	-9	1	-0.8	-5	-4	1.3	1.2	0.8	-3	-1.5
COc1ccc(CCN2CC(C(=O)N(C)Cc3ccccn3)CCC2=O)cc1 (centres undefined)	1.5	-4	1	1.2	3	-4	0.1	0.0	-0.1	-1	-1.4
O=C(CN1C(=O)c2ccc(Br)cc2C1=O)NCC1CCCO1 (centres undefined)	0.2	-4	-1	0.2	-4	0	1.2	2.2	0.2	0	-1.0
C=CCN(CC#CCN(C)C(=O)c1cccn1C(=O)OC(C)(C)C)Cc1ccc(OC)cc1OC	.	1	1	.	1	4	-3.1	-1.2	-3.7	6	-1.8
O=C(NCCS(=O)(=O)N1CCN(c2ccccc2F)CC1)c1ccc(Cl)cc1	-0.1	1	2	-0.2	-6	-2	-1.5	1.4	-0.3	-1	-0.5
CC(=O)Nc1cc(-c2cccc(C(=O)NCCN(C)C)c2)cn2c(-c3ccc(S(C)(=O)=O)cc3)cnc12	.	-426	-319	-0.2	-438	-118	1.7	2.0	0.5	1	-1.2
CCCCc1nnc(NC(=O)CN2C(=O)NC3(CCCCC3)C2=O)s1	1.3	-6	0	-0.2	-10	-6	2.1	0.4	0.0	4	-0.9
CC1(CCC(=O)N2CCCC(N3CCN(c4cccc(C(F)(F)F)c4)CC3)C2)CC1 (centres undefined)	-0.2	9	0	-1.3	-2	-1	-2.1	-1.4	-4.2	-7	-1.8
O=C(CSc1nnnn1-c1ccccc1)NC(=O)Cc1ccccc1	-0.2	-2	-3	0.0	-3	-4	-2.3	3.3	-1.3	-9	-1.3
CCOC(=O)C(CC)Sc1nnc2c3cc(C)ccc3n(C)c2n1 (centres undefined)	-2.1	7	-4	0.7	-9	-1	-2.5	-0.9	-0.1	-9	-1.4
COc1ccc(N2CN=C3SCC(=O)N3C2)cc1	1.0	1	-3	2.2	5	2	2.6	0.2	1.7	12	-0.8
CCO[C@@H]1OC(C(=O)NC2CC2)=C[C@H](c2csc3ccccc23)[C@H]1CCCO	-0.2	-1	-3	1.6	0	0	-1.5	0.3	-1.7	1	-1.3
CC1(C)Cc2ccccc2-c2nnc(-c3ccco3)n21	-0.5	5	-2	-3.0	5	-1	2.5	-1.2	-2.1	1	-1.4
CC(=O)N(OCc1ccc(OC(C)C)c(Cl)c1)C(C)=O	0.4	-3	-1	0.3	-8	0	0.6	-0.8	-0.9	0	-1.1
CC1CCN(C(=O)CCCl)c2ccccc21 (centres undefined)	0.9	-9	2	-0.7	-7	0	-0.1	0.2	-0.8	5	-1.3
CCCCn1nnnc1C(c1cc2ccccc2o1)N(CCC#N)Cc1ccccc1 (centres undefined)	.	-2	1	.	5	4	1.0	-1.1	-0.3	-15	-1.3
CC1CCN(C(=O)CC#N)CC1	1.4	-2	-1	0.0	-5	-3	0.3	0.4	-0.3	-13	-0.4
COc1ccc(C(O)(CCN2CCOCC2)c2ccccc2)cc1 (centres undefined)	0.7	3	3	-0.2	-4	-2	-1.4	0.0	0.6	-4	-0.9
Cc1cc(NC(=O)CCCSc2nc(-c3ccco3)cc(C(F)(F)F)n2)no1	0.6	-2	1	3.0	-2	-4	-1.1	-0.2	-1.1	7	-1.1
Cn1cccc1Cc1nnc(SCC(=O)Nc2ccc3c(c2)OCCO3)n1-c1ccc(F)cc1	-2.8	-11	-2	0.5	1	-2	-1.4	0.1	-0.9	-30	-1.4
COc1cc(OC)cc(-c2c(-c3cccs3)c3cc(-c4ccc(OCc5ccccc5)cc4)ccc3n2C)c1	3.8	-7	-1	-0.5	-1	-2	1.9	0.1	-2.4	3	-1.3
OCCN(CCO)c1cc2c3ccccc3ccc2c2ccccc12	-1.9	i	-191	2.6	-250	-186	-3.5	-3.2	-3.1	1	-1.5
O=C(CN1C(=O)CSc2ccccc21)N1CCc2ccccc21	0.7	-4	0	-0.2	-3	-3	-1.1	-0.2	0.5	1	-0.9
COc1ccc(NC(=O)c2cc(=O)[nH]c(=O)[nH]2)cc1S(=O)(=O)Nc1ccccc1Cl	-0.4	-3	-3	1.9	-7	-4	-2.1	-0.1	-1.4	-1	-1.4
O=C(N/N=C/c1ccccc1[N+](=O)[O-])c1ccc2nc[nH]c2c1	3.1	2	2	2.6	-7	5	3.2	0.9	2.0	2	-0.7
CN(CC(=O)NNC(=O)CNC(=O)c1ccccc1F)S(=O)(=O)c1ccc(Cl)cc1	-0.3	-7	-1	2.7	-4	-3	2.2	1.1	-0.5	-3	-1.3
CCOc1ccc(OCCC(=O)OCC(=O)NC(C)c2ccccc2)cc1 (centres undefined)	0.3	0	1	1.5	-4	-4	-0.5	0.6	-0.3	8	-1.6
O=C(CSc1nnc(NC(=O)c2c(F)cccc2F)s1)Nc1ccccc1F	0.3	-1	1	0.8	-12	-4	1.5	0.1	0.9	5	0.9
Cc1ccc(N/C=C/C(=O)c2sc(-c3ccccc3)nc2C)cc1	-0.4	7	-7	2.3	-11	2	0.2	0.7	-1.0	-9	-1.0
NC(=O)C1CCN(C(=O)CSc2nc3ccccc3o2)CC1	1.5	-8	0	-0.2	0	-1	3.3	0.0	-0.2	-3	-0.9
O=C(CN1C2=NCCN2c2ccccc21)c1ccc(Br)cc1	-0.5	2	3	-1.2	3	-3	1.3	0.2	3.4	-45	-0.3
COc1ccc(C2CC(c3cccc(OC)c3OC)n3nnnc3N2)cc1 (centres undefined)	0.0	1	-8	0.1	-12	1	-2.2	-0.2	-0.8	-18	-0.8

Four compounds out of the list above, sorted by the number in ssDAF-12 act, highest first.
| Structure | DAX1 inh-1 | ADAM10 inh | PLCg1 inh | PLC-beta3 inh | ADAM17 inh | DAX1 inh-2 | hcDAF-12 act | sPLA2-III inh | ssDAF-12 act |
| --- | --- | --- | --- | --- | --- | --- | --- | --- | --- |
| O=C(CN1C2=NCCN2c2ccccc21)c1ccc(Br)cc1 | -0.5 | 2 | 3 | 3 | -3 | 0.2 | 3.4 | -45 | -0.3 |
| Cc1ccc(N/C=C/C(=O)c2sc(-c3ccccc3)nc2C)cc1 | -0.4 | 7 | -7 | -11 | 2 | 0.7 | -1.0 | -9 | -1.0 |
| Cn1cccc1Cc1nnc(SCC(=O)Nc2ccc3c(c2)OCCO3)n1-c1ccc(F)cc1 | -2.8 | -11 | -2 | 1 | -2 | 0.1 | -0.9 | -30 | -1.4 |
| CCOc1ccc(OCCC(=O)OCC(=O)NC(C)c2ccccc2)cc1 (centres undefined) | 0.3 | 0 | 1 | -4 | -4 | 0.6 | -0.3 | 8 | -1.6 |

Following part
SMILES	DAX1 inh-1	ADAM10 inh	PLCg1 inh	FXN GAA850 act	PLC-beta3 inh	ADAM17 inh	hgDAF-12 ag	DAX1 inh-2	hcDAF-12 act	sPLA2-III inh	ssDAF-12 act
CCCNC(=O)C[C@H]1C[C@H]2c3cc(NC(=O)Nc4ccc(F)cc4)ccc3O[C@H]2[C@@H](CO)O1	1.2	-12	5	-1.5	4	-6	0.1	-0.7	1.8	7	0.3
O=C(COc1ccc(Cl)cc1)c1ccc(O)cc1O	0.5	7	-2	1.5	-10	-1	4.3	1.0	2.2	-16	-1.2
COC(=O)C1(S(=O)(=O)c2ccc(C)cc2)CCOCC1	0.4	1	0	1.4	0	-2	0.8	0.6	-0.3	1	-1.3
O=C(C1CCC(CNS(=O)(=O)c2cccs2)CC1)N1CCN(c2ccc(Cl)cc2)CC1 (centres undefined)	-1.0	6	-3	-5.0	-10	2	-6.4	-1.6	-6.1	-17	-2.3
CC(=O)c1cc2c(cc1NC(=O)CCNC(=O)c1ccccc1Cl)OCO2	0.9	-62	-50	0.3	-65	-24	-2.3	0.4	-1.7	-1	-1.1
O=C(COC(=O)/C=C/c1ccc(F)cc1)NCc1cccs1	0.4	-5	-5	0.9	2	0	4.9	-0.7	-0.4	1	-0.7
CC1CCCCN1S(=O)(=O)c1ccc(N(C(=O)c2cnccn2)C(C(=O)NC2CCCC2)c2cccs2)cc1 (centres undefined)	-0.4	0	-1	6.4	0	-2	-3.2	-1.1	0.4	-5	-1.1
